# Compound activity deposited in PubChem BioAssay by several laboratories.
# DAGLB inhibitor = DAGLB lipase inhibitors, primary screen, biochemical, fluorescence, HTS; Diacylglycerol lipase-beta (Homo sapiens), Q8NCG7; HEK293T DAGLB membrane lysate, EnzChek fluorogenic substrate; inhibition, % at 5.17 µM; 0.059% of 340,000 active; in the data active = inhibition above about 34%;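 also: 0% = enzyme with vehicle and 100% = wells lacking enzyme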
# NSD2 HMT inh = NSD2 histone methyltransferase inhibitors, primary screen, biochemical, AlphaScreen, single concentration, set 2 | NSD2 peptide methylation, 120 min | inhibition, % at 12.5 µM | 0.54% of 310,000 active; in the data active = inhibition above about 50%
# CAL PDZ FP-1 = untagged CAL PDZ binding inhibitors, primary screen, biochemical, fluorescence polarization, HTS; purified CAL PDZ, TMR-peptide fluorescence polarization, 1 h; inhibition, % at 24.9 µM; 0.92% of 300,000 active; AID 602252, 2012;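 active = mean inhibition of at least 30% with at least half of replicates also reaching 30%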;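 also: 0% = DMSO neutral control and 100% = excess unlabeled competitor peptide PRC23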
# V-ATPase pHluor = regulators of yeast V-ATPase proton pumping, primary screen, pHLuorin cytosolic pH fluorescence; S. cerevisiae; 0.37% of 350,000 active; response, % at 10 µM; in the data active = response mostly above about 7.3%, no sharp cut-off; inactive = mostly below about 5.4%; also: actives read high; inactives centre near 0; some compounds called inactive have numbers as strong as hits; reference of the scale not given here
# C-LANA FP = inhibitors of KSHV C-LANA binding to DNA, primary screen, biochemical, fluorescence polarization, FAM-LBS DNA, MBP-C-LANA, single point. Kaposi's sarcoma herpesvirus LANA C-terminal domain (residues 932-1162) DNA binding. inhibition, % at 9 µM. 0.078% of 340,000 active;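 active = highest replicate inhibition at or above 60% at 9 µM, even if other replicates fall short; inactive = all replicates below 60% inhibition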;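 also: 0% = neutral control wells and 100% = 4 µM acridine orange control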
# Keap1-Nrf2 PPI = Keap1-Nrf2 protein-protein interaction inhibitors, primary screen, biochemical, fluorescence polarization, single point | Kelch-like ECH-associated protein 1 (Homo sapiens), Q14145 | Keap1 Kelch-Nrf2 peptide fluorescence polarization, 1536-well | inhibition, % at 9.4 µM | 0.15% of 340,000 active; in the data active = inhibition above about 12%;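 also: human Keap1 Kelch domain with fluorescein labeled Nrf2 9mer peptide probe; 0% = neutral control wells and 100% = peptide positive control; higher means more block of Keap1 binding to Nrf2 peptide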
# CAL PDZ FP-2 = CAL PDZ peptide-binding inhibitors, primary screen, biochemical, fluorescence polarization, Cer-tagged CAL PDZ, HTS; Golgi-associated PDZ and coiled-coil motif-containing protein (Homo sapiens), Q9HD26; purified CAL PDZ, TMR-peptide fluorescence polarization, 1 h; inhibition, % at 20 µM; 0.02% of 330,000 active; AID 504414, 2011;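 active = highest replicate inhibition of at least 40%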;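 also: plate controls were DMSO neutral control wells for no effect and unlabeled competitor peptide control wells for full effect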
#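 System: purified tagged CAL PDZ domain construct (CerCALP). Schedule: 1 h incubation at room temperature before polarization reading. Medium: 25 mM sodium phosphate pH 7.4, 150 mM NaCl, TCEP, IgG, Thesit. Read-out: percent inhibition from loss of millipolarization. Measured by: FP readout, S and P plane fluorescence. Probe or stimulus: fluorescent TMR peptide probe.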
# Pemphigus Ab inh = inhibitors of pemphigus antibody binding to DSG3, primary screen, biochemical, bead-based, flow cytometry, scFv-GFP; DSG3-coupled beads, scFv-anti-DSG3-GFP binding; stronger effect = lower value; Desmoglein-3 (Homo sapiens), P32926; 0.48% of 310,000 active; binding (percent of control), % at 10 µM;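 active = binding more than 3 SD below its plate's average and above zero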;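 also: hits lower antibody fragment binding to DSG3; some compounds called inactive have numbers as strong as hits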
# Target sequence (P32926 whole entry, looked up, the tested form may be a part): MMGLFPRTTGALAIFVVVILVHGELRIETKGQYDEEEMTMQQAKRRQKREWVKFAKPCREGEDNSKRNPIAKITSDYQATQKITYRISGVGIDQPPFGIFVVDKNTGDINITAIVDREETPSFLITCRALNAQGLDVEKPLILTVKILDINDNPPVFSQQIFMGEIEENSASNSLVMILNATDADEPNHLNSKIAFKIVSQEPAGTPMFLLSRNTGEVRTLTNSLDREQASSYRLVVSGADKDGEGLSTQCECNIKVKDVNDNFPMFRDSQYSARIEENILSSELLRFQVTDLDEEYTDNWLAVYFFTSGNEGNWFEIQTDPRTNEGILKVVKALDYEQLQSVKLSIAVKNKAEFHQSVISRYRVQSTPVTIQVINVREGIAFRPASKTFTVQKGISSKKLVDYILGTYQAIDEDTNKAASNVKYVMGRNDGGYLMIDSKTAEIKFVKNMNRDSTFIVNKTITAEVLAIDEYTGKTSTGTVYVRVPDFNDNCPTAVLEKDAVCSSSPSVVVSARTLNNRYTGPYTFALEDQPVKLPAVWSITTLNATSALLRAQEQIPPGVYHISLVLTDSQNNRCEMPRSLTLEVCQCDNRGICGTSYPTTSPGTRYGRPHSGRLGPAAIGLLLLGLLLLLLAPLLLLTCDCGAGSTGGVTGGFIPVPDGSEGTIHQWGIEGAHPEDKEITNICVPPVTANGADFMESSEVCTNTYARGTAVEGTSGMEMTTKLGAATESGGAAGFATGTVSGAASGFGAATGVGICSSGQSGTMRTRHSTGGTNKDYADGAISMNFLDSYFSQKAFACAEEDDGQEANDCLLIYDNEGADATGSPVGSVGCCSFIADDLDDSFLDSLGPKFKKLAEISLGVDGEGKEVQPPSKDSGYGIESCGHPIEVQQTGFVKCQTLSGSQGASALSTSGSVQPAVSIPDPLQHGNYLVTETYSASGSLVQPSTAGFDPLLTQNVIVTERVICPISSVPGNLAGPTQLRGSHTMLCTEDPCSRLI
# Arrestin-AP2 inh = inhibitors of beta-arrestin/AP2 binding, primary screen, biochemical, GPCR trafficking, flow cytometry; FITC-arrestin peptide / GST-AP2 beads; AP2 beta2 appendage carries R879A mutation; 0.31% of 340,000 active; inhibition, % at 10 µM; AID 504490, 2011;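 active = inhibition above a set limit, near 3 SD of compounds lacking own fluorescence, cut at about 54% in these data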;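 also: plate controls were DMSO wells for no effect and 5 µM unlabelled arrestin peptide for full effect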
#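 System: GST-AP2 R879A bound to glutathione beads, E. coli-expressed. Also added: 50 nM FITC-arrestin peptide. Schedule: compound with beads 12 min RT, then probe 1 h RT. Signal: bead flow cytometry, FITC channel. Read-out basis: percent response.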
# RTF Ca sens inh = cardiac RTF calcium sensitivity inhibitors, primary screen, biochemical, IANBD-TnC fluorescence, EC70 calcium | Troponin I, cardiac muscle (Homo sapiens) + Troponin T, cardiac muscle (Homo sapiens) + … | IANBD-labeled cardiac RTF, Ca2+ fluorescence | inhibition, % at 7.15 µM | 0.12% of 340,000 active | AID 493244, 2011;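 active = inhibition above the mean inhibition of all tested compounds plus 3 SD, cut at about 17% in these data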;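 also: assay run at fixed EC70 calcium of 1.6 mM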
# Numbers without * were called inactive; nt = no result given. An excerpt (hit frequency here may not be typical).
SMILES	V-ATPase pHluor	DAGLB inhibitor	Keap1-Nrf2 PPI	Arrestin-AP2 inh	CAL PDZ FP-2	RTF Ca sens inh	C-LANA FP	Pemphigus Ab inh	NSD2 HMT inh	CAL PDZ FP-1
Cc1ccccc1OCC(=O)N(CC(C)C)c1c(N)n(CC(C)C)c(=O)[nH]c1=O	-0.9	-2.2	1.7	-13.9	-1.2	2.7	-0.6	104.0	-15.3	4.6
CN1C(C(=O)N2CCc3ccccc3C2)=CC(c2ccc(F)cc2)=NS1(=O)=O	-0.1	3.6	-8.0	-7.9	-0.9	5.3	-2.6	110.0	-1.6	-1.1
COc1ccc(CN(C)CC(O)COC(c2ccc(OC)cc2)c2ccc(OC)cc2)cc1 (configuration not stated)	1.5	-0.5	-6.4	-1.8	-3.2	-4.2	-0.4	102.4	3.8	-0.7
CCCOc1c(Br)cc(C2C3=C(CCCC3=O)N(CC)C3=C2C(=O)CCC3)cc1OC	0.2	2.9	-2.1	1.1	-0.5	-11.3	0.8	96.1	-31.0	-1.3
C/C(=N\NC(=O)c1cccnc1)c1ccc(-c2ccccc2)cc1	-2.5	nt	nt	-19.9	nt	nt	nt	104.3	-2.4	nt
COC(=O)Nc1ccc(Cc2ccncc2)cc1	2.1	0.1	0.0	-5.9	-0.2	1.0	-0.7	94.9	-2.6	3.5
C=CCNC(=O)C1CC(=O)N(c2ccc(OCC(=O)Nc3ccc(C)cc3)cc2)C1 (configuration not stated)	-0.3	2.0	-0.5	14.3	-1.6	-3.1	-1.2	96.2	-7.8	12.2
CCc1ccc(NC(=O)CSc2nnnn2-c2cccnc2)cc1	-1.4	-4.2	1.5	29.9	-2.0	10.5	1.1	119.8	-2.5	-11.8
COc1ccc(S(=O)(=O)N(CC(=O)Nc2cccnc2)c2ccccc2OC)cc1	1.9	0.8	2.4	-2.5	-0.6	-7.1	-0.5	108.0	0.7	0.7
O=[N+]([O-])c1ccc(S(=O)(=O)NN=Cc2ccc3c(c2)OCO3)cc1	-0.5	4.0	-0.2	28.0	0.1	0.2	-2.7	97.9	4.2	0.8
COc1ccc2nc(NC(=O)C3CCN(S(=O)(=O)c4cnc[nH]4)CC3)sc2c1	-4.0	1.0	5.0	5.5	-2.9	4.3	-0.9	115.6	0.9	-7.0
COc1ccc(CCCc2nnc(SCC(=O)Nc3nc(C)cs3)n2C)cc1	0.6	-1.9	-2.1	-2.1	-2.7	-21.3	1.6	nt	-0.2	-1.4
CCn1c(SCC(=O)Nc2ncc(C(F)(F)F)cc2Cl)nnc1-c1cccc(C)c1	-3.7	0.9	1.1	-6.4	-0.4	3.9	1.8	93.1	-2.5	6.2
CS(=O)(=O)N(Cc1ccc(C(=O)NC2CCCCC2O)cc1)c1ccccc1 (configuration not stated)	0.2	-2.9	0.1	0.6	1.3	-6.5	0.3	110.5	2.7	-0.2
O=C(NNC(=O)c1ccccc1O)c1ccc(-c2ccc([N+](=O)[O-])cc2)o1	nt	12.2	5.4	0.6	-1.5	-4.2	-0.3	94.1	5.0	1.6
Cc1cc([N+](=O)[O-])nn1Cc1noc(C(=O)NCCc2ccccn2)n1	-4.4	0.9	-1.7	-15.7	-1.3	-9.1	-0.4	115.4	-6.5	0.4
O=C(c1cc2ccccc2oc1=O)N(Cc1ccco1)Cc1cccs1	1.6	0.6	-3.6	3.9	-3.3	-9.8	-0.6	96.0	8.7	0.5
O=C(NCc1ccc(F)cc1)Nc1ccccc1	-0.1	0.8	-0.9	-4.3	1.4	-2.8	1.5	nt	0.7	-2.9
Cc1ccc(CNC(=O)Cn2nnc3ccccc3c2=O)cc1	-0.8	-0.8	-5.6	-23.6	-2.3	5.8	-0.2	103.3	-1.1	-2.0
O=C(NCCCN1CCCC1)c1ccc(CSCc2cccc(Cl)c2)o1	-1.1	1.6	0.3	26.6	0.3	-4.3	-0.9	105.5	9.4	-2.6
O=[N+]([O-])c1ccc(Sc2cc[n+]([O-])c3ccccc23)c([N+](=O)[O-])c1	-5.3	-20.9	-0.3	0.5	-0.4	-3.4	1.0	103.3	6.9	0.4
CCc1ccc(-c2cc(C(=O)Nn3cnnc3)c3ccccc3n2)cc1	0.3	2.7	2.8	0.0	-2.4	-6.3	2.1	119.5	0.7	-4.7
Cc1c(C)c2cc3c(C)coc3cc2oc1=O	3.9	-2.1	3.6	-9.8	0.1	0.9	-2.1	94.1	-7.1	-5.2
CC1(C)CC2(CC(C)(C)N1)OC(=O)N1CCc3ccccc3C12C (configuration not stated)	0.6	0.6	-4.6	7.7	-0.7	-1.8	0.0	107.3	nt	nt
O=C(Cc1ccc2ccccc2c1)Nc1ccccc1Br	-5.3	-3.7	2.7	16.0	-1.2	3.5	-3.5	86.9*	-2.2	-7.3
Fc1ccc(CNC(=S)NCc2ccc(F)cc2)cc1	14.0	-0.5	-5.9	0.2	-0.8	3.0	0.6	112.1	-4.3	-3.6
Nc1cccc(-c2nc3ncccc3o2)c1	-1.3	-6.5	-0.2	24.1	0.5	-16.6	-0.3	92.9	-3.5	-1.5
CCS(=O)(=O)c1ccc(O)c(NC(=O)c2ccc(S(=O)(=O)N3CCCCCC3)cc2)c1	3.1	4.7	3.5	-0.5	-0.7	1.8	0.1	96.0	1.7	-2.8
COCCn1c(C)cc(C(=O)COC(=O)c2ccc(-n3nc(C)cc3C)cc2)c1C	-3.4	0.9	0.4	-2.4	-1.5	-2.7	2.4	108.1	6.0	-1.7
COc1ccccc1OCc1ccc(C(=O)N2N=C(C(F)F)CC2(O)C(F)F)o1 (configuration not stated)	-4.1	-0.8	3.2	29.4	-2.8	-1.7	1.1	94.5	1.3	nt
O=C(NCc1ccccc1)C1=C[C@@H](c2ccc(C(F)(F)F)cc2)C[C@@H](OCCCCO)O1	1.7	-1.1	-7.0	9.7	-0.4	-10.8	-1.8	102.5	nt	-0.1
CCCOC(=O)CN1C(=O)c2ccccc2C1=O	1.5	-2.6	-4.2	-1.0	-2.8	-2.1	-2.1	nt	-0.9	-2.7
COc1ccc(OCC(O)CN2CCN(c3ccc(OC)cc3)CC2)cc1 (configuration not stated)	2.1	2.4	-4.3	22.0	-0.4	-8.6	2.3	95.4	4.1	-2.0
COc1ccc([N+](=O)[O-])cc1NS(=O)(=O)c1cc(C(=O)N2CCN(C)CC2)ccc1OC	4.1	0.4	4.6	-2.6	-0.1	7.5	0.8	107.5	5.1	3.0
Cc1ccc(CSc2nnc(-c3cccnc3)n2N)cc1	4.9	5.1	-0.3	6.0	-0.6	-3.8	-1.3	104.0	0.2	nt
COc1ccc(CN2CCNC(=O)C2CC(=O)NCC2CCOCC2)c(F)c1 (configuration not stated)	3.2	-2.8	3.6	-6.3	-0.6	-1.5	0.4	104.0	-3.3	-0.5
C/C(=N\NC(=O)NC1CCCCC1)c1ccc(OC(F)F)cc1OC(F)F	1.4	-2.6	-1.2	27.6	-1.0	-0.9	0.6	nt	1.3	-4.2
COc1ccc(CCNC(=S)NC2CCN(Cc3ccccc3)CC2)cc1	-1.9	-0.8	-1.6	-2.3	-0.2	3.9	1.3	100.4	1.0	1.7
OC(c1cc(-c2cccc(Cl)c2)nc2ccccc12)C1CCCCN1 (configuration not stated)	0.1	2.8	2.9	4.6	-2.4	-4.5	0.6	95.4	8.8	nt
O=C(CSc1nnc(C2CC2)n1-c1ccccc1)Nc1ccc(N2CCOCC2)cc1	-0.9	0.7	-3.3	4.1	-2.4	-3.3	0.6	101.8	4.4	-4.8
O=C(c1ccc(C(=O)N2CCCCCC2)cc1)N1CCCCCC1	-0.2	-3.7	-2.2	-1.5	-0.5	9.9	-3.0	99.8	-3.8	-1.7
CN(C)CCCN(Cc1cc2cc3c(cc2[nH]c1=O)OCO3)C(=S)Nc1cccc(Cl)c1	0.9	3.6	6.5	1.7	nt	-23.1	-3.2	102.6	9.6	-5.1
CC(C)N(C(=O)Cn1c(SCC(=O)NC2CC2)nc2ccccc21)C(C)C	0.9	3.1	-4.4	4.8	-3.4	-4.8	0.7	103.5	nt	-1.1
CC(C)[C@H](NC(=O)c1ccccc1)C(=O)OCC(=O)N1CCc2ccccc2C1	2.9	3.3	-5.6	2.8	-0.7	-2.3	-1.0	108.4	-1.1	-1.6
CCC(Cc1ccccc1)NS(=O)(=O)c1c(C)nc2scc(C)n2c1=O (configuration not stated)	-0.4	-0.3	-4.8	-0.9	-1.3	-3.1	-0.6	105.9	0.9	1.1
O=C(Nc1ccc2c(c1)OCCO2)c1cccc(S(=O)(=O)N2CCCCC2)c1	-0.1	0.6	-2.0	2.8	-2.5	-10.6	0.3	100.7	0.2	-3.4
CCOc1ccc(NC(=O)CNC(=O)c2ccco2)cc1	-1.3	-5.8	5.2	22.8	-0.6	7.3	-0.5	104.1	0.9	-1.3
COC1=C(OC)c2ccccc2C(C(=O)O)N/C1=C(/C)Nc1ccncc1 (configuration not stated)	3.7	4.3	-2.1	2.5	-0.3	-10.4	0.1	98.9	3.8	-4.5
Cc1ccc2nc(-c3cccc(S(=O)(=O)N4CCCC4)c3)cn2c1	1.9	0.1	-4.5	9.1	-4.1	1.5	-0.8	100.6	-1.2	-5.6

# Random excerpt: three entries already listed.
SMILES	V-ATPase pHluor	DAGLB inhibitor	Keap1-Nrf2 PPI	Arrestin-AP2 inh	CAL PDZ FP-2	RTF Ca sens inh	C-LANA FP	Pemphigus Ab inh	NSD2 HMT inh	CAL PDZ FP-1
CC(C)N(C(=O)Cn1c(SCC(=O)NC2CC2)nc2ccccc21)C(C)C	0.9	3.1	-4.4	4.8	-3.4	-4.8	0.7	103.5	nt	-1.1
CCC(Cc1ccccc1)NS(=O)(=O)c1c(C)nc2scc(C)n2c1=O (configuration not stated)	-0.4	-0.3	-4.8	-0.9	-1.3	-3.1	-0.6	105.9	0.9	1.1
Cc1ccc2nc(-c3cccc(S(=O)(=O)N4CCCC4)c3)cn2c1	1.9	0.1	-4.5	9.1	-4.1	1.5	-0.8	100.6	-1.2	-5.6
